M. tuberculosis GlmU: inhibition of mycobacterial GlmU enzyme – biochemical, glucosamine-1-phosphate acetyltransferase (AID 1376). inhibition, %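 (tested at 30 µM in the primary screen)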, or IC50 in µM where a hit was titrated. M. tuberculosis GlmU acetyltransferase enzyme assay; higher % means a stronger effect. hit rate 0.25% among 220,000; in the data active means inhibition above about 13%; inconclusive means no clear call, values can overlap the other calls;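 further: 0% = complete reaction with vehicle and 100% = reaction without substrate; strong numbers were not always called active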
RmlCD inh 1536: M. tuberculosis RmlC/RmlD inhibition; inhibition, % at 3.6 µM; P9WH09+P9WH11; hit rate 0.03% among 160,000; RmlC+RmlD coupled enzyme assay, percent inhibition; primary screen in compound mixtures; in the data active means inhibition mostly above about 34%, no sharp cut-off; inconclusive means no clear call, values can overlap the other calls; inactive means mostly below about 22%; further: some results filed as inactive read as strong as hits
Target sequence (P9WH09 whole entry, looked up): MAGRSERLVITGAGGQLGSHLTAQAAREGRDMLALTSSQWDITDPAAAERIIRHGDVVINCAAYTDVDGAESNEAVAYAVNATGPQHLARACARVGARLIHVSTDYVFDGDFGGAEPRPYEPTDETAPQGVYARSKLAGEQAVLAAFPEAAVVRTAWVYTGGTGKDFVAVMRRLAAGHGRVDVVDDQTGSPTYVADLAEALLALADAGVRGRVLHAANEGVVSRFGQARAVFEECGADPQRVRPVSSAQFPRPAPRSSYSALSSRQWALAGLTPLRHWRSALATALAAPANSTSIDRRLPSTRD
Target sequence (P9WH11 whole entry, looked up): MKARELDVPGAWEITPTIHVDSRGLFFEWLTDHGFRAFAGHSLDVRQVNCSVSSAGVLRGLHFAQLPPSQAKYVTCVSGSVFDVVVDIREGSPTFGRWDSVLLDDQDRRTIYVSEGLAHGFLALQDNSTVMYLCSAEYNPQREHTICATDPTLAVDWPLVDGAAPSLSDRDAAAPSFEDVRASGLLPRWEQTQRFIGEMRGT
* marks the source's active call; other numbers are inactive results; ? = inconclusive; . = no result given.

SMILES	M. tuberculosis GlmU	RmlCD inh 1536
Cc1ccc(C(=O)NC(C)c2ccccc2)cc1Br (stereo not drawn)	4.5%	2
Cc1ccc(CNC(=O)c2sc3ccc(S(=O)(=O)N4CCCCC4)cc3c2N)cc1	1.0%	-6
Cc1ccc(Cn2c(C3CCCN3c3nc(-c4ccc(F)cc4)cs3)nc3cc(C(=O)NCCCO)ccc32)cc1 (stereo not drawn)	-0.5%	.
O=C(CCN1CCOCC1)Nc1cccc(Br)c1	9.3%	.
CCOC(=O)c1cc(-c2cccnc2)nn1-c1ccccn1	10%	.
COc1cc(/C=C(\C#N)C(=O)NCC2CCCO2)ccc1OCCC(C)C (stereo not drawn)	-5.2%	-3
O=C(COc1ccc(Br)cc1CO)Nc1ccccc1F	0.9%	-6
CCCCNC(=O)c1c(CSc2ccc(Cl)cc2)noc1C(=O)NCc1ccccc1	5.2%	.
S=C(Nc1ccccc1)Nc1ccc2cn[nH]c2c1	-3.6%	-1
O=S(=O)(c1ccc(Br)cc1)c1cnc2ccccc2n1	.	7
CCC(O)CNc1nc(SC)nc2sc3c(c12)CCN(C)C3 (stereo not drawn)	-2.8%	11
CN(C(=O)COC(=O)c1cccc(NS(=O)(=O)c2ccc(F)c(F)c2)c1)C1CCS(=O)(=O)C1 (stereo not drawn)	-5.7%	.
CN(Cc1ccccc1)C(=O)C1CCN(S(C)(=O)=O)CC1	-0.1%	-12
Cc1ccc(N/N=C/c2c(C)c(C#N)c(=O)n(C)c2O)cc1C	9.1%	11
COC(=O)[C@@H]1C[C@@]2(O)[C@@H](O)[C@@H](O)[C@@H](O)C[C@H]2N1CC1CCCCC1	-3.7%	.
O=C(c1cc(-c2ccccc2)on1)N1CCCC1	-2.4%	3
COCCNC(=O)c1onc(CSc2ccc(F)c(F)c2)c1C(=O)NCCOC	1.6%	.
CCOc1ccccc1-n1c(=S)sc2c(=O)n(-c3ccccc3)c(=S)[nH]c21	-2.7%	8
O=C(CCC1CCCC1)N1CCN(S(=O)(=O)Cc2ccccc2)CC1	-1.8%	.
Cc1cc(C)nc(Nc2n[nH]c(-c3ccccc3Cl)n2)n1	-3.8%	2
CC1(CC(=O)O)C(=O)N=C2C=CC=CN21 (stereo not drawn)	2.7%	9
COc1ccc(CCNC(=O)C2CCN(c3nccc(C)n3)CC2)cc1	-2.0%	4
CCCCn1c(CN2CCOCC2)nc2c1c(=O)n(C)c(=O)n2C	-1.0%	.
CCNC(=S)NNC(=O)c1cc(-c2ccccc2C)nc2ccccc12	2.0%	.
N#CC1=C2SCN(c3ccccc3)CN2C(=O)CC1c1cccs1 (stereo not drawn)	8.2%	-5
Cc1csc(Nc2ccc(Cl)cc2)[n+]1-c1ccc(Cl)cc1	-1.0%	1
O=c1cc(-c2ccccc2Cl)oc2ccc([N+](=O)[O-])c(O)c12	1.0%	.
CCCCOC(=O)c1ccc(NC(=O)c2c(O)[nH]c(=O)[nH]c2=O)cc1	-1.4%	.
O=C(NCCCN1CCOCC1)c1cc(-c2ccccc2)on1	3.7%	7
COC(=O)CSc1nc2sc3c(c2c(=O)n1-c1ccccc1)CCN(C)C3	-5.2%	3
COc1ccc(C(=O)OCC(=O)NCc2ccccc2)c(OC)c1OC	-4.0%	10
CCSC1(SCC)N=C(N)C2(C#N)C(c3ccccc3)NC3=C(CCC3)C12C#N (stereo not drawn)	0.3%	.
CC(C)CCn1c(SCc2ccc(Cl)cc2)nc2c1c(=O)[nH]c(=O)n2C	-4.9%	-11
COn1c(=O)c(-c2cccs2)[n+]([O-])c2ccccc21	-4.1%	.
COc1ccc(OC)c(S(=O)(=O)NCc2ccccc2)c1	1.6%	6
COC(=O)C1=Nc2ccccc2/C1=C\c1c(O)n(-c2cc(OC)ccc2OC)c(=O)[nH]c1=O	2.9%	.
O=C(Nc1c(C(=O)O)oc2ccc(Br)cc12)c1ccccc1	1.8%	6
CCOc1ncccc1C(=O)Nc1ccccc1C(=O)NCc1ccc2c(c1)OCO2	-6.8%	.
CC(C)C[C@H](NC(=O)NCc1ccc(F)cc1)C(=O)O	2.2%	-9
CCCCCCN1C(=O)C(O)=C(C(C)=O)C1c1ccccc1[N+](=O)[O-] (stereo not drawn)	0.2%	-18
CCOC1(c2ccccc2)OC(=O)c2ccccc21 (stereo not drawn)	5.7%	-16
Brc1ccc(CNCc2cccs2)cc1	2.0%	?
CCOC(=O)N1CCN(C(=O)c2ccccc2NC(C)=O)CC1	2.5%	-10
COC(=O)c1ccc(NC(=O)C2CCN(C(=O)c3cc(OC)c(OC)c(OC)c3)CC2)cc1	-1.5%	11
CCCN(CCC)S(=O)(=O)c1ccc(C(=O)Nc2nc(-c3ccccc3)c(C(=O)OCC)s2)cc1	-0.2%	-4
CCCN1C(=O)/C(=C/c2ccc(N3CCCC3)c(C)c2)NC1=S	0.3%	.
Cc1ccc(C2c3c(C)nn(-c4ccc([N+](=O)[O-])cc4)c3N=C3C(=O)Nc4ccccc4N32)cc1 (stereo not drawn)	-2.8%	6
CCc1ccc(-n2c(SCC(=O)Nc3ccc(C(=O)O)cc3)nnc2-c2ccncc2)cc1	-0.8%	-8
COc1cc(/C=N/NC(=O)Cn2nnc3ccccc32)ccc1O	3.6%	-8
Cc1cccc(C)c1NC(=O)c1cc(-c2ccccn2)nc2ccccc12	2.8%	35
O=C(NCCCn1ccnc1)/C(=C\c1cccnc1)NC(=O)c1ccco1	-4.2%	-12
CC1CCc2sc(C(=O)NCc3ccc(F)cc3)cc2C1 (stereo not drawn)	5.4%	4
CSc1ccccc1NC(=O)Nc1ccc(F)c(Cl)c1	15%*	.
C=CCn1c(SCC(=O)Nc2cccc(C(=O)OC)c2)nnc1C(C)NC(=O)c1cccs1 (stereo not drawn)	0.0%	-4
Cc1ccc(C(=O)Nc2cc([N+](=O)[O-])ccc2C)cc1	8.5%	0
C=CCN1C=C2C(=O)C(C)(OC(=O)c3ccc(OC)cc3)C(=O)C(c3ccco3)=C2C=C1CCCC (stereo not drawn)	1.5%	.
Cc1nnc(NC(=O)CSc2ncc(-c3ccccc3)[nH]2)s1	-0.5%	.
COC(=O)C1=C(C)NC2=C(C(=O)CC(C)(C)C2)C1c1cccc(C)n1 (stereo not drawn)	1.5%	-8
CCn1cc(CNC(=O)c2cc(Cl)ccc2OC)c(C)n1	-1.5%	.
CN1CCN(S(=O)(=O)c2ccc(N(C)CC(=O)Nc3ccc(F)cc3)nc2)CC1	-0.3%	8
(continued)
SMILES	M. tuberculosis GlmU	RmlCD inh 1536
O=C(NCc1ccco1)C(c1ccccc1)N(Cc1cccnc1)C(=O)Cn1nnc2ccccc21 (stereo not drawn)	-4.0%	-13
COc1cc(OC)c(OC)cc1C=NCC1(c2ccccc2)CCCC1	1.4%	.
Cc1nc2nc(SCC(=O)O)nn2c(C)c1Cc1ccccc1Cl	-6.1%	4
Cc1noc(C)c1S(=O)(=O)Nc1ccccc1N1CCOCC1	-3.3%	4
Cc1ccc(NC(=O)CCC(=O)NNC(=O)C(c2ccccc2)c2ccccc2)c(C)c1	-2.9%	4
CC1CCN(C(=O)CN2C(=O)C(C)(C)Oc3ccc(C(=O)NC4CCCC4)cc32)CC1	4.9%	2
Cc1ccc(NC(=O)C(C)N2C(=O)c3ccccc3C2=O)nc1 (stereo not drawn)	-0.1%	-10
O=C(COc1ccccc1F)NCc1nc2ccccc2[nH]1	8.5%	9
CCCCn1nc(C(=O)NC2=NCCS2)c2ccccc2c1=O	1.0%	.
CC(C)c1ccc(C(O)P(=O)(OC2CCCCC2)OC2CCCCC2)cc1 (stereo not drawn)	2.8%	.
CCOc1ccc(/C=C2\SC(N3CCc4ccccc4C3)=NC2=O)cc1	-0.9%	8
N#Cc1cn(-c2ccccc2)nc1-c1ccc2c(c1)OCCO2	0.1%	.
COC(=O)/C(=C\C(=O)c1ccccc1)Nc1cccc(C(F)(F)F)c1	1.9%	20
CNc1c([N+](=O)[O-])cnn1-c1ccc(Cl)cc1Cl	2.4%	-13
CCC(=O)Nc1ccc(S(=O)(=O)N2CCOCC2)cc1	0.7%	46
Nc1cccc(Cl)c1N1CCOCC1	7.1%	.
COc1cc(/C=N/NC(=O)c2c(-c3ccccc3)noc2C)ccc1O	-6.8%	0
O=C(CSc1cccc[n+]1[O-])N1CCCCCC1	-3.7%	.
O=C(NCc1cn2ccccc2n1)c1ccc2c(c1)OCO2	-4.1%	3
Cc1ccc(SCc2cc(=O)[nH]c(Nc3nc(C)c4ccccc4n3)n2)cc1	0.7%	-15
N#Cc1c2c(c(-n3cnc4ccccc43)n3c1nc1ccccc13)CCC2	-4.8%	8
Cc1ccc(SCC(=O)NC(=O)NCCC(C)C)c(C)c1	-0.5%	4
CCOc1ccc(N2CC(C(=O)Nc3ncccc3C)CC2=O)cc1 (stereo not drawn)	0.6%	-2
O=S(=O)(c1cccc(-c2nc3ccccc3s2)c1)N1CCOCC1	-1.8%	-3
CC(C)N(C(=O)CSc1nnc(NC(=O)C2CCC2)s1)C(C)C	-0.2%	-9
CC1(C)C(=O)CC[C@]2(C)C3C(=O)C=C4[C@H]5C[C@@](C)(C(=O)O)CC[C@]5(C)CC[C@]4(C)[C@]3(C)CC[C@@H]12 (stereo partly drawn)	6.4%	.
Cc1cc(-n2c(C)cc(C(=O)CN3C(=O)NC4(CCCC4)C3=O)c2C)no1	7.9%	.
C[C@@H]1C(=O)O[C@@H]2[C@H](O)C34[C@H]5C[C@@H](C(C)(C)C)C36[C@H](OC(=O)[C@@H]6O)OC4(C(=O)O5)[C@@]12O (stereo partly drawn)	2.7%	.
CC(C)c1ccccc1NC(=O)COC(=O)c1c2c(nc3ccccc13)CCN(Cc1ccccc1)C2	-10%	4
CC(C)(C)c1ccc(/C=C/C(=O)NC2CCS(=O)(=O)C2)cc1 (stereo not drawn)	-4.6%	26
O=C(/C(=C(\[O-])c1ccccc1)[n+]1ccc2ccccc2c1)c1ccc(Cl)cc1	-0.6%	-12
O=C(Nc1ccccc1-c1nc2ccccc2s1)C1=COCCO1	5.8%	9
CCCCc1nc2ccccc2c(=O)n1NC(=O)c1c(O)c2cccc3c2n(c1=O)CC3	-4.3%	.
CCC(=O)N1CCc2cc(Br)cc(S(=O)(=O)NCC3CCCN3CC)c21 (stereo not drawn)	0.2%	12
O=C(NCCCn1ccnc1)c1cc(S(=O)(=O)N2CCOCC2)c(Cl)cc1Cl	2.6%	.
N#Cc1ccccc1NC(=O)c1ccc2c(Cl)c3c(nc2c1)CCCC3	-5.7%	38

In another format: five of the compounds above
canonical_smiles | M. tuberculosis GlmU | RmlCD inh 1536
O=C(NCCCn1ccnc1)c1cc(S(=O)(=O)N2CCOCC2)c(Cl)cc1Cl | 2.6% | .
C[C@@H]1C(=O)O[C@@H]2[C@H](O)C34[C@H]5C[C@@H](C(C)(C)C)C36[C@H](OC(=O)[C@@H]6O)OC4(C(=O)O5)[C@@]12O (stereo partly drawn) | 2.7% | .
N#Cc1ccccc1NC(=O)c1ccc2c(Cl)c3c(nc2c1)CCCC3 | -5.7% | 38
CCCCc1nc2ccccc2c(=O)n1NC(=O)c1c(O)c2cccc3c2n(c1=O)CC3 | -4.3% | .
Cc1cc(-n2c(C)cc(C(=O)CN3C(=O)NC4(CCCC4)C3=O)c2C)no1 | 7.9% | .

Carrying on.
SMILES	M. tuberculosis GlmU	RmlCD inh 1536
O=C(N/N=C/c1ccccc1)c1n[nH]c2c1CCCC2	-6.6%	14
COc1ccc(C(=O)CSc2[nH]c(=O)cc(C(F)(F)F)c2C#N)cc1	2.7%	-6
CSc1nc(O)c(C(c2cccc([N+](=O)[O-])c2)c2c(O)nc(SC)[nH]c2=O)c(=O)[nH]1	8.6%	-9
CCOc1ccc(S(=O)(=O)NC(C)(C)C)cc1-c1nc2c(C(C)(C)C)nn(C)c2c(=O)[nH]1	-3.4%	.
COc1ccc(Cl)cc1/C=C(\C#N)C(N)=O	5.5%	-9
COc1cccc(-n2c(COc3ccc(C)cc3)nnc2SCC(=O)O)c1	2.8%	-6
O=C(Nc1ccc2c(c1)OCCO2)c1cc(-c2ccccc2)nc2ccccc12	2.6%	10
O=C(CC(CC(=O)c1ccc(Br)cc1)c1cccnc1)c1ccc(Br)cc1	-0.6%	6
COc1ccc(C)cc1S(=O)(=O)Nc1ccc(F)c(Cl)c1	-0.6%	.
O=C(Nc1ccc2c(c1)Cc1ccccc1-2)c1cc2ccccc2o1	2.9%	.
O=c1[nH]nc(-c2ccccc2)c2ccccc12	-1.7%	0
CCOC(=O)C1=C(C)NC(C)=C(C(=O)OCC)C1C(=O)OCC(=O)N1CCC(C)CC1	-2.2%	.

A second format for part of the listing above:
The line under a structure holds: M. tuberculosis GlmU | RmlCD inh 1536
- CCOc1ncccc1C(=O)Nc1ccccc1C(=O)NCc1ccc2c(c1)OCO2
    -6.8% | .
- CC(C)C[C@H](NC(=O)NCc1ccc(F)cc1)C(=O)O
    2.2% | -9
- CCCCCCN1C(=O)C(O)=C(C(C)=O)C1c1ccccc1[N+](=O)[O-] (stereo not drawn)
    0.2% | -18
- CCOC1(c2ccccc2)OC(=O)c2ccccc21 (stereo not drawn)
    5.7% | -16
- Brc1ccc(CNCc2cccs2)cc1
    2.0% | ?

Further entries
SMILES	M. tuberculosis GlmU	RmlCD inh 1536
Nc1nc(SCC(=O)N2CCCc3ccccc32)n(-c2ccccc2)n1	1.7%	5
CC(C)CC(NC(N)=O)C(=O)NCCc1ccc(Cl)cc1 (stereo not drawn)	-0.9%	-11
Cc1ccc(NC(=O)CN(C)C(=O)c2n[nH]c(=O)c3ccccc23)cc1	-4.0%	2
O=C(NCc1cccs1)c1ccc(CS(=O)(=O)c2ccc(Cl)cc2)o1	-0.5%	.
CCOC(=O)N1CCN(C(=O)CCl)CC1	2.4%	4
OC(COCc1ccc2c(c1)OCO2)CN1CCCCC1 (stereo not drawn)	-1.0%	?

Some of the compounds tested. The share of hits here may be higher or lower than overall.
